# TRHR enhancer = allosterically enhances the human TRH receptor. P34981. TRHR cells, fluo-8 calcium fluorescence, EC20 TRH enhancement. enhancement, % at 2 µM. 0.66% of 360,000 active. AID 493056; in the data active = enhancement above about 30%; note: 0% is about no effect
# Target sequence (P34981 whole entry, looked up): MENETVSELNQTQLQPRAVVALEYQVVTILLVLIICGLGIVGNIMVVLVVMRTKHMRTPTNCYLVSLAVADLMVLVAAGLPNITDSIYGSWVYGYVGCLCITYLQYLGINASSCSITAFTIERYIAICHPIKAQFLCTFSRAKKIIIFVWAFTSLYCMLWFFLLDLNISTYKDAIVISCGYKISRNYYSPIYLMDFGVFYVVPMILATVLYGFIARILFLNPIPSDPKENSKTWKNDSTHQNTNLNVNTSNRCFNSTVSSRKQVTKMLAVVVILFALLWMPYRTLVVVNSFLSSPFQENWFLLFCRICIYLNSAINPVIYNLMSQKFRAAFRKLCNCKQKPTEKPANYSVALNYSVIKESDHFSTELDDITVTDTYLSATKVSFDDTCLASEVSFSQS
#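 Enhancer read-out: after compound pinning and an initial kinetic agonist-mode read, an EC20 of TRH (10 nM final) was injected and fluo-8 calcium signal (Ex 480/Em 530) followed at 1 s/cycle for 100 cycles in TRHR-expressing cells.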
# IDH1 R132H inh = blocks human mutant IDH1 R132H enzyme; IDH1-R132H enzyme, NADPH consumption, diaphorase/resazurin fluorescence; Potency, µM (titrated, usually from 76.6 µM), for inactives: top-dose activity change, negative = inhibition, actives largely listed as inhibitors; 0.093% of 390,000 active; note: potency is the fitted concentration of half-maximal effect; % is set by controls: 0 for no effect and ±100 for the full control effect; nearly all actives have a fitted effect of over 65% in size
#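 IDH1-R132H (0.5 ug/mL) preincubated 30 min with compound, then NADPH (0.016 mM) and alpha-KG (2 mM) added; 80 min at RT, pH 7.5. Remaining NADPH coupled via diaphorase/resazurin to fluorescence (540/590 nm); concentration-response curves normalized to no-enzyme control.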
# PI4K2A block = PI4K2A (human) kinase inhibition | Q9BTU6 | purified PI4K2A, ADP-Glo luminescence, 1 h; hits give low values | activity change, negative = inhibition, % at 76.9 µM | 0.13% of 420,000 active; in the data active = activity change below about -50%; inconclusive = mostly about -30% to -49%;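 note: -100% = wells without enzyme as full effect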
#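 Compounds are screened against recombinant PI4K2A using PI as substrate and ATP, the latter dispensed at 300 microM. Reactions run one hour at ambient temperature before ADP-Glo detection; full inhibition defined by wells lacking enzyme.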
# rTrxR1 inhibitor = inhibitors of rat thioredoxin reductase 1 | AID 588453 | recombinant rTrxR1, NADPH fluorescence consumption, selenite substrate | O89049 | 1% of 390,000 active | Potency, µM (doses to about 114 µM), for inactives: at the top dose activity change, negative = inhibition, hits mostly inhibitors; note: potency is the fitted concentration of half-maximal effect; % is set by controls: 0 for no effect and ±100 for the full control effect; nearly all actives have a fitted effect of over 65% in size
#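 Rat TrxR1 (90 nM in the dispensed reagent) was pre-reduced with 400 uM NADPH for 5 min at room temperature, then incubated with compound for 15 min. After 400 uM selenite was added, NADPH fluorescence (Ex 340/Em 450 nm) was followed for 8 min.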
# TRHR ag = activates the human TRH receptor | 0.18% of 360,000 active | P34981 | AID 493084 | TRHR cells, calcium flux fluo-8, FDSS agonist mode | activation, % at 2 µM; in the data active = activation above about 30%; note: 0% is about no effect
#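 Steps: seed TRHR cells overnight; add fluo-8 no-wash Ca dye, RT 30 min–1.5 h; record 10 s baseline; pin-transfer compounds; monitor fluorescence 1 cycle/s for the agonist window. Calcium increases flag candidate agonists.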
# D2 antag = D2 dopamine receptor (human) antagonism; HEK293 TREx D2 cells, calcium flux, dopamine EC80; 2% of 340,000 active; inhibition, % at 10 µM; AID 485344; in the data active = inhibition above about 30%; note: 0% is about no effect
# Target sequence (P14416 whole entry, looked up): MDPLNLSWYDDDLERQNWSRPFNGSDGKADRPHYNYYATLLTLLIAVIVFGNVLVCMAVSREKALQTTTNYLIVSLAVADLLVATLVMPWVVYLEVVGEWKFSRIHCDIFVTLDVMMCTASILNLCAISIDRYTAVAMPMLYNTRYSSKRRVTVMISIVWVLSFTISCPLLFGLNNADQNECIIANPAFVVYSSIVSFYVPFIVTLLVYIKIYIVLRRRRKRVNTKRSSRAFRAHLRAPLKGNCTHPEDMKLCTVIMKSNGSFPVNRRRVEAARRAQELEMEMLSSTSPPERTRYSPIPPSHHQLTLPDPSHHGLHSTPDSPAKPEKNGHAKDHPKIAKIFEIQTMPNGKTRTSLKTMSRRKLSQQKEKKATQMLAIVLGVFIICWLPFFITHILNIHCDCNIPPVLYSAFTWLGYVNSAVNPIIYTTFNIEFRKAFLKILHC
#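 Measurement of antagonist activity uses fluorescent calcium dye in inducible HEK293 T-REx D2 cells: 10 s baseline, compound addition with 180 s read, EC80 dopamine addition with a further 180 s read.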
# USP1-UAF1 inh = blocks the human USP1/UAF1 deubiquitinase complex | O94782 | recombinant USP1/UAF1, Ub-Rhodamine cleavage fluorescence | Potency, µM (top dose mostly 57.1 µM), inactives show top-dose activity change, negative = inhibition, usual class: inhibitors | 0.23% of 390,000 active | AID 743255; note: potency is the fitted concentration of half-maximal effect; % is set by controls: 0 for no effect and ±100 for the full control effect; nearly all actives have a fitted effect of over 60% in size; inactives centre near -12
#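 High-throughput fluorogenic screen: 1nM USP1/UAF1 complex, Ub-Rho substrate 150nM final, 50mM HEPES pH 7.8 with 0.5mM EDTA, 0.1 mg/ml BSA, 1mM TCEP and 0.01% Tween-20.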
# TrxR1 substrate = substrates of rat thioredoxin reductase 1; 0.01% of 390,000 active; O89049; purified TrxR1 substrate turnover, NADPH consumption readout; Potency, µM (top dose mostly 114 µM), without a hit: top-dose activity change, negative = substrate turnover; note: potency is the fitted concentration of half-maximal effect; % is set by controls: 0 for no effect and ±100 for the full control effect; nearly all actives have a fitted effect of over 50% in size
#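 Rat TrxR1, dispensed at 90 nM, was prereduced with 400 uM NADPH (final) for 5 min at ~22 deg C, then incubated with compound 15 min before 400 uM selenite. A first-read NADPH fluorescence drop versus no-compound background flagged substrates.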
# D2 agonist = D2 dopamine receptor (human) agonism. P14416. HEK293 T-REx D2 cells, calcium flux agonist mode. activation, % at 2 µM. 0.53% of 340,000 active. AID 485358;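 active = activation over 3 SD above normal in the single-dose calcium agonist read, cut at about 30% in these data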; note: 0% is about no effect
#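 Tetracycline-induced HEK293 T-REx cells with force-coupled D2 receptor, plated overnight at 30 C, loaded with no-wash calcium dye. After a 10 s baseline, compound was pin-added and calcium flux read kinetically for 180 s; calcium rises flagged agonists.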
# The depositor's hits bear a star; ? = inconclusive; nt = not tested or not shown; & = joins results of further samples; [ ] = another dose, or the depositor's remark. Unless noted, calls come from the whole dose curve; as a rule, active = well fitted inhibition curve with a large enough effect; inconclusive = small, poorly fitted or top-dose-only effect; inactive = no such curve, though single readings can be large or run the other way. Not all compounds are listed, so the mix of outcomes need not match the whole.
1. CC(=O)Nc1ccccc1C(=O)OCc1cccc(F)c1
2. COC(=O)C1=C(c2ccccc2)C[C@@H]2CC[C@H]1N2C(=O)NCc1ccccc1
3. Oc1ccc2c3c1OC1[C@H](O)CC[C@@]4(O)[C@@H](C2)N(CC2CC2)CC[C@]314 (stereo partly specified)
4. Nc1c(C(=O)NCc2ccco2)c2nc3ccccc3nc2n1Cc1ccccc1
5. COC(=O)C1=C(c2ccc(F)cc2F)C[C@@H]2CC[C@H]1N2C(=O)NCc1ccc2c(c1)OCO2
6. COc1ccc(OC)c2c1CCC1NCCOC21 (stereo unspecified)
7. COc1cc(C#Cc2c(-c3cncn3C)n(C)c3ccc(-c4cnc(N5CCOCC5)nc4)cc23)cc(OC)c1
8. COc1cc(Br)cc(CN2CCN(C)CC2)c1O
Assay by compound | 1 | 2 | 3 | 4 | 5 | 6 | 7 | 8
TRHR enhancer | 7.2 | nt | nt | 9.1 | -1.0 | -13.8 | nt | -2.8
IDH1 R132H inh | 7.8% | -14.8% | -5.5%&-19.7% | -1.7% | 1.1% | 7.0% | -12.8% | 11.0%
PI4K2A block | 1.6 | -0.9 | 5.2&3.7 | -5.7 | 7.1 | 5.5 | -11.1 | -3.8
rTrxR1 inhibitor | 19.7%[57.1 µM] | 13.7%[57.1 µM] | 26.7%&18.0% | ? | 14.9% | -5.6% | 10.5%[57.1 µM] | 11.2%
TRHR ag | -0.9 | nt | nt | 0.1 | 0.0 | 0.4 | nt | 0.8
D2 antag | -23.9 | nt | nt | -25.7 | 13.0 | 12.1 | nt | 5.2
USP1-UAF1 inh | -1.9% | 10.2% | -22.4%&-16.2% | -17.3% | -20.5% | -15.9% | -21.1% | 4.3%
TrxR1 substrate | 8.7%[57.1 µM] | 8.6%[57.1 µM] | 7.5% | 56.6%[activator] | -2.0%[57.1 µM] | 2.1% | 19.3%[57.1 µM] | 1.2%
D2 agonist | 0.1 | nt | nt | 3.2 | -0.4 | 0.9 | nt | -1.2

9. CCOc1cc2c(cc1OCC)-n1cccc1C(c1ccc(F)cc1)NC2 (stereo unspecified)
10. Cc1cc(C)cc(NC(=O)c2cnc3sc(N4CCCC4)nn3c2=O)c1
11. Oc1cccc2nc3ccccc3nc12
12. CC(=Nc1c(C)n(C)n(-c2ccccc2)c1=O)c1c(O)n(Cc2ccccc2)c(=O)[nH]c1=O
13. c1ccc2c(c1)CSc1ccccc1C2C1=NCCN1 (stereo unspecified)
14. CC(C)N1C(=O)NC(=O)C2(Cc3cc([N+](=O)[O-])ccc3N(C)C2c2ccccc2)C1=O (stereo unspecified)
15. O=C(C[N+]12CCC(CC1)C(CO)C2)c1ccc([N+](=O)[O-])cc1 (stereo unspecified)
16. CN1C[C@H](CNC(=O)OCc2ccccc2)C[C@@H]2c3cccc4c3c(cn4C)C[C@H]21
Assay by compound | 9 | 10 | 11 | 12 | 13 | 14 | 15 | 16
TRHR enhancer | 0.8 | -6.1 | 3.1 | 2.4 | 5.1 | -2.2 | 16.5 | 6.8
IDH1 R132H inh | -0.8% | 7.9% | -1.9% | -0.8% | 2.2% | -0.8% | 10.3% | 0.5%
PI4K2A block | -3.2 | -1.3 | -3.2 | 2.7 | -6.0 | -0.1 | -1.3 | 1.0&2.5&0.1
rTrxR1 inhibitor | 39.6%[activator] | 7.3%[57.1 µM] | -5.0% | -15.2% | 8.1% | -13.8% | 13.4% | ?
TRHR ag | 1.3 | 0.4 | -1.3 | -0.4 | -0.5 | -0.1 | 0.7 | 10.8
D2 antag | -6.3 | nt | 7.9 | 7.9 | 2.7 | -2.4 | 8.1 | 77.7*
USP1-UAF1 inh | -12.6% | ? | -20.6% | 5.0% | -12.8% | -20.9% | -19.1% | -26.0%
TrxR1 substrate | 7.8% | 2.9%[57.1 µM] | -4.9% | -9.6% | 8.2% | -19.2% | 1.8% | 19.3%[57.1 µM]
D2 agonist | -0.2 | nt | 0.2 | -0.1 | -1.3 | -0.1 | 0.6 | 10.8

17. Cc1cc(C)c(C)c(C(O)(C(=O)O)c2ccccc2)c1C (stereo unspecified)
18. COc1nc(NCC2CCCO2)nc(N2CC3CC(C2)c2cccc(=O)n2C3)n1 (stereo unspecified)
19. CCOc1ccc(C(C)=O)cc1Cc1c(O)[nH]c(=S)[nH]c1=O
20. CNCCc1nc(N)n[nH]1
21. C=CCN1C(=O)/C(=C/c2ccc(Br)s2)C(=O)NC1=S
22. COCCNC(=O)N1[C@H]2CC[C@@H]1C(C(=O)OC)=C(c1ccc(-c3ccccc3)c(F)c1)C2
23. CCCOP(=O)(OCCC)C(NC(=O)c1cc(OC)c(OC)c(OC)c1)c1ccccc1 (stereo unspecified)
24. CN1CCN(Cc2nc3ccccc3n2C)CC1
Assay by compound | 17 | 18 | 19 | 20 | 21 | 22 | 23 | 24
TRHR enhancer | nt | -0.1 | 4.8 | 0.6 | -2.0 | 0.1 | -3.7 | -3.7
IDH1 R132H inh | 0.5% | -12.6% | 8.9% | 6.3% | -10.3% | 0.8% | 1.6% | 7.6%
PI4K2A block | 1.5 | 2.4 | -6.6 | -3.8 | -6.3 | 4.9 | -0.5 | -2.8
rTrxR1 inhibitor | -16.0%[11.4 µM] | -13.8% | -11.2% | 0.7% | 6.31µM* | 13.6% | 11.0%[57.1 µM] | 7.8%
TRHR ag | nt | 0.0 | -2.0 | 0.7 | 1.6 | -0.4 | -0.7 | 0.0
D2 antag | nt | 25.5 | -0.4 | -6.3 | nt | -16.8 | 25.8 | -2.8
USP1-UAF1 inh | -7.0% | -22.4% | -21.5% | -11.7% | ? | -26.3% | -13.4% | -22.1%
TrxR1 substrate | 10.2%[11.4 µM] | -0.6% | -3.3% | -5.7% | -2.3% | -1.2% | -2.1% | 6.1%
D2 agonist | nt | -0.2 | -1.1 | 3.1 | nt | 0.3 | 1.7 | 2.2

25. OC1/C(=C/c2ccccc2F)N2CCC1CC2 (stereo unspecified)
26. CC(=O)[C@H]1CCC2C3CC[C@H]4C[C@@H](O)CC[C@]4(C)C3CC[C@@]21C (stereo partly specified)
27. CCCCC(C)C(OC(=O)CC(CC(=O)O)C(=O)O)C(CC(C)CC(O)CCCCC(O)CC(O)C(C)N)OC(=O)CC(CC(=O)O)C(=O)O (stereo unspecified)
28. O=C(O)CCCOc1ccc(Cl)cc1Cl
29. COc1ccc(C(O)c2cc(OC)ccc2OP(=O)(N(C)C)N(C)C)cc1 (stereo unspecified)
30. Cc1cc(N2CCNCC2)nc2ccccc12
31. CN(C)CCc1nn[nH]n1
32. Cc1cc2ccccn2c1C(C[N+](=O)[O-])c1c(F)cccc1Cl (stereo unspecified)
33. COc1ccc(CCNCc2ccccc2F)cc1OC
34. O=C(O)CP(=O)(O)c1ccc(Cl)cc1
35. Cc1cc(=O)oc2cc(OCC(=O)N3C[C@H]4C[C@@H](C3)c3cccc(=O)n3C4)c(Cl)cc12
Assay by compound | 25 | 26 | 27 | 28 | 29 | 30 | 31 | 32 | 33 | 34 | 35
TRHR enhancer | 5.1 | nt | 5.2 | nt | 2.5 | 6.7 | 5.0 | -6.1 | -5.8 | -2.2 | 12.8
IDH1 R132H inh | -3.7% | 2.6% | 6.8% | 3.9% | -2.0% | 4.5% | 0.8% | 0.0% | 0.5% | 6.0% | 0.9%
PI4K2A block | -4.1 | 0.8 | -7.4 | 1.2 | 4.1 | 3.0 | 1.8 | 1.6 | 7.1 | -5.2 | -3.5
rTrxR1 inhibitor | 10.6%[57.1 µM] | 11.7%[57.1 µM] | 3.4% | 45.3%[activator] | -12.5% | ? | 5.9% | -17.8% | -7.6% | 22.4%[57.1 µM] | -10.9%
TRHR ag | -0.4 | nt | 0.2 | nt | 0.3 | 0.0 | 0.3 | -0.5 | 0.2 | 0.6 | 0.1
D2 antag | -8.4 | nt | -14.1 | nt | -6.2 | 26.5 | -11.4 | nt | -19.5 | -1.9 | -9.9
USP1-UAF1 inh | -3.6% | ? | -13.1% | -25.5% | -13.8% | -18.3% | -2.6% | -21.1% | 3.1% | -16.8% | -16.2%
TrxR1 substrate | 9.9%[57.1 µM] | -11.4% | 7.1% | 11.1% | -13.6% | 8.9% | -0.1% | 8.3% | -8.2% | 2.9% | 9.4%
D2 agonist | 0.7 | nt | -0.1 | nt | 0.0 | 1.5 | 1.2 | nt | 0.5 | 0.6 | 0.2

# Filtered by structure: those above containing an aryl methoxy group
6. COc1ccc(OC)c2c1CCC1NCCOC21 (stereo unspecified)
7. COc1cc(C#Cc2c(-c3cncn3C)n(C)c3ccc(-c4cnc(N5CCOCC5)nc4)cc23)cc(OC)c1
8. COc1cc(Br)cc(CN2CCN(C)CC2)c1O
18. COc1nc(NCC2CCCO2)nc(N2CC3CC(C2)c2cccc(=O)n2C3)n1 (stereo unspecified)
23. CCCOP(=O)(OCCC)C(NC(=O)c1cc(OC)c(OC)c(OC)c1)c1ccccc1 (stereo unspecified)
29. COc1ccc(C(O)c2cc(OC)ccc2OP(=O)(N(C)C)N(C)C)cc1 (stereo unspecified)
33. COc1ccc(CCNCc2ccccc2F)cc1OC
Assay by compound | 6 | 7 | 8 | 18 | 23 | 29 | 33
TRHR enhancer | -13.8 | nt | -2.8 | -0.1 | -3.7 | 2.5 | -5.8
IDH1 R132H inh | 7.0% | -12.8% | 11.0% | -12.6% | 1.6% | -2.0% | 0.5%
PI4K2A block | 5.5 | -11.1 | -3.8 | 2.4 | -0.5 | 4.1 | 7.1
rTrxR1 inhibitor | -5.6% | 10.5%[57.1 µM] | 11.2% | -13.8% | 11.0%[57.1 µM] | -12.5% | -7.6%
TRHR ag | 0.4 | nt | 0.8 | 0.0 | -0.7 | 0.3 | 0.2
D2 antag | 12.1 | nt | 5.2 | 25.5 | 25.8 | -6.2 | -19.5
USP1-UAF1 inh | -15.9% | -21.1% | 4.3% | -22.4% | -13.4% | -13.8% | 3.1%
TrxR1 substrate | 2.1% | 19.3%[57.1 µM] | 1.2% | -0.6% | -2.1% | -13.6% | -8.2%
D2 agonist | 0.9 | nt | -1.2 | -0.2 | 1.7 | 0.0 | 0.5

# Assay outcomes: PubChem, National Center for Advancing Translational Sciences (NCATS)
